# GSH bead fluor – compound fluoresces at 488/530 nm on GSH beads; GSH beads flow cytometry, compound fluorescence 488/530 nm; stronger effect = higher value; 0.25% of 190,000 active; fluorescence (KMESF) at 10 µM; in the data active means fluorescence above about 89;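 further: glutathione beads carrying GST-tagged Bcl family fusion proteins plus one bare bead set; values are compound well signal with DMSO vehicle wells as background; inactives centre near 16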
# ABCG2 block – blocks JC-1 efflux by human ABCG2 transporter | IgMXP3 cells, flow cytometry | Q9UNQ0 | 0.1% of 190,000 active | inhibition, % at 6.6 µM;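 active means inhibition above 80%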;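 further: 0% = DMSO and 100% = nicardipine control wells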
#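 Read-out basis: Efflux inhibition in percent versus controls | Test system: ABCG2 IgMXP3 and barcoded ABCB1 CCRF-Adr cell mix | Quantity: 3 million cells/mL in well | Schedule: 10 min at 25 °C | Control set: Nicardipine as high control, DMSO as low control | Reagent: JC-1 as fluorescent efflux pump substrate | Signal: Flow cytometry of retained JC-1 fluorescence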
# Bfl-1 Bim block – human Bim-Bfl-1 interaction inhibition; Q16548; Bead-based flow cytometry, Bim-Bfl-1 binding inhibition; inhibition, % at 10 µM; 0.12% of 190,000 active;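 further: 0% = wells without compound plus tracer and 100% = blocker peptide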
# RGS4-Gao reg – modulates binding of RGS4 to human Galphao; P09471; Multiplexed bead flow cytometry; actives lie on both sides; binding response (% of control), % at 10 µM; 0.33% of 220,000 active; AID 1415; in the data active means binding response below about 49% or above about 150%; inactive means in between;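 further: fluorescent Galphao activated with aluminum fluoride binding bead-coupled RGS4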
# Bcl-XL Bim block – disrupts Bim peptide binding to human Bcl-XL; Q07817; bead flow cytometry, fluorescence; inhibition, % at 10 µM; 0.04% of 190,000 active; AID 1007
# Bim-Bcl-W – inhibitors of Bim-Bcl-W interaction, human | Q92843 | bead-based flow cytometry, Bim peptide-Bcl-W binding | inhibition, % at 10 µM | 0.02% of 190,000 active;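 further: 0% = bound tracer without compound and 100% = peptide blocker; higher means less fluorescent Bim peptide bound to Bcl-W beads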
# ABCB1 block – blocks JC-1 efflux by human ABCB1 transporter; P08183; CCRF-Adr cells, flow cytometry; inhibition, % at 6.6 µM; 0.067% of 190,000 active; in the data active means inhibition above about 40%;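 further: 0% = vehicle and 100% = reference inhibitor; higher value means more JC-1 retained so stronger ABCB1 efflux block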
# Target sequence (P08183 whole entry, looked up): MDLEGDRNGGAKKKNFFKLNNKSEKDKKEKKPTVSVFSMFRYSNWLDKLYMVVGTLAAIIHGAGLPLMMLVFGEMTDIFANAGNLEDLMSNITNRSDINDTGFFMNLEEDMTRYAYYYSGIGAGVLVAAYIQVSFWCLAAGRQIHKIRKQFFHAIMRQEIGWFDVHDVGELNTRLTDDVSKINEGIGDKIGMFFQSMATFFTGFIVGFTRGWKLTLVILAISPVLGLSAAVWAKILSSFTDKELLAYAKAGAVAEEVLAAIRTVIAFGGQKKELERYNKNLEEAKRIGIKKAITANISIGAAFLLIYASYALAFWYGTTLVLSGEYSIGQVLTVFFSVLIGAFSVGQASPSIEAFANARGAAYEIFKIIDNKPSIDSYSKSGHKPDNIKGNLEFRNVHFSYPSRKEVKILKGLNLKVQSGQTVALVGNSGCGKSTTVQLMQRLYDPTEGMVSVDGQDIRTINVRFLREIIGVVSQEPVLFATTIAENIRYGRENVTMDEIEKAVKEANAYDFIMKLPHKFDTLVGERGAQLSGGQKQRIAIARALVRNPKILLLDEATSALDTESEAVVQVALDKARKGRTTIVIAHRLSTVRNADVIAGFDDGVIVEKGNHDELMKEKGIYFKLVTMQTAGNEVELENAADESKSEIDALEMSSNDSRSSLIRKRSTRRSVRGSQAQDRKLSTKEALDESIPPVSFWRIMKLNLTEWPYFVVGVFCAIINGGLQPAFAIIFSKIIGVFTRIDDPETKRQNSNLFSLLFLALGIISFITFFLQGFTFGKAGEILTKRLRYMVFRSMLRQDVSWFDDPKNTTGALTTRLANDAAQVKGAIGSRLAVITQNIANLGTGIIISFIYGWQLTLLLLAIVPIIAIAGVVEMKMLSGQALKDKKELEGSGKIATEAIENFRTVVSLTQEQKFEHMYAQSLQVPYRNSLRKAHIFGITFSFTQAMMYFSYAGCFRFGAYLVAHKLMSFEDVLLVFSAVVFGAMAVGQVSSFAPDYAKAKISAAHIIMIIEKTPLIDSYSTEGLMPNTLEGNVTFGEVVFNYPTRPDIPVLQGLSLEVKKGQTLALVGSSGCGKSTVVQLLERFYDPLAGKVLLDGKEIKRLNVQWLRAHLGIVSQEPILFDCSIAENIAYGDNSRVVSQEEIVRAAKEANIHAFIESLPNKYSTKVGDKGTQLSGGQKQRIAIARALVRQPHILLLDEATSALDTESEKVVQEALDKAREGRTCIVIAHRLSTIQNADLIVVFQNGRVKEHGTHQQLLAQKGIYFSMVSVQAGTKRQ
# RGS8-Gao reg – modulates binding of RGS8 to human Galphao; response (percent of control binding), % at 10 µM; 0.34% of 220,000 active; P09471; multiplexed bead flow cytometry; actives lie on both sides; in the data active means response below about 60% or above about 140%; inactive means in between;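 further: Galphao activated as the GDP aluminium fluoride complex binding bead-coupled RGS8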
# RGS7-Gao – regulators of human RGS7-Galphao interaction; P09471; Multiplexed bead flow cytometry, RGS7-Galphao binding; actives lie on both sides; binding response (% of control), % at 10 µM; 0.35% of 220,000 active; AID 1439; in the data active means binding response below about 49% or above about 150%; inconclusive means no clear call, values can overlap the other calls; inactive means in between;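 further: fluorescent Galphao held in activated GDP-AlF4 state binding bead-coupled RGS7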
# Bcl-2 Bim block – human Bim-Bcl-2 interaction inhibition. inhibition, % at 10 µM. AID 950. 0.06% of 190,000 active. Bead-based flow cytometry, Bim peptide-Bcl-2 binding. P10415; in the data active means inhibition above about 40%; inconclusive means no clear call, values can overlap the other calls;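 further: 0% = no compound wells with probe peptide and 100% = reference peptide inhibitor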
# Bim-Bcl-B – inhibitors of Bim-Bcl-B interaction, human; Q9HD36; 0.073% of 190,000 active; inhibition, % at 10 µM; bead-based flow cytometry, Bim peptide-Bcl-B binding;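 further: 0% = tracer peptide without compound and 100% = reference inhibitor peptide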
# An asterisk follows results filed as active; ? = inconclusive. Unless noted, no stated cut-off is given here; in the data, active means inhibition above about 40%. Compounds as they come; about 1.1% have a hit in one of these screens.
SMILES,GSH bead fluor,ABCG2 block,Bfl-1 Bim block,RGS4-Gao reg,Bcl-XL Bim block,Bim-Bcl-W,ABCB1 block,RGS8-Gao reg,RGS7-Gao,Bcl-2 Bim block,Bim-Bcl-B
Cc1nnc(SCC(=O)Nc2nccs2)n(N)c1=O,19,2,0,98,-1,-1,1.4,102,90,-4,0
COc1cccc(/C=N/NC(=O)C(C)n2nc(C)c([N+](=O)[O-])c2C)c1O (configuration not stated),11,16,0,87,-5,-4,0.7,90,83,-8,-4
Cc1ccc(S(=O)(=O)N2CCN(C(=O)CN3CCCCC3)C2)cc1,32,-1,-12,103,-1,0,1.2,103,99,-9,-6
COC(=O)c1ccc(NC(=O)COc2ccc(C3C(C#N)=C(N)Oc4c3ccc3ccccc43)cc2OC)cc1 (configuration not stated),16,-1,0,95,0,-1,-0.4,89,93,-3,-1
CC(=O)Oc1cc2cccc(OC(C)=O)c(=O)c2c(OC(C)=O)c1OC(C)=O,7,1,7,95,12,11,0.2,108,105,7,1
C[C@H](NC(N)=O)C(=O)Nc1ccc(OCc2ccccc2)cc1,15,9,-4,99,0,-4,1.4,101,?,-4,-3
COc1ccccc1N1CCN(C(=O)CCC(=O)O)CC1,12,0,-4,104,-1,-3,0.2,102,99,-2,-5
COc1ccc(-n2c(SCCC(=O)O)nnc2-c2ccncc2)cc1,29,18,-11,98,-3,2,0.3,99,99,-4,-9
O=C(Nc1ccc(S(=O)(=O)N2CCOCC2)cc1)c1ccco1,32,1,-11,104,-2,0,0.5,102,101,-7,-8
O=S(=O)(c1ccc(Br)s1)N1CCN(c2ccccn2)CC1,11,1,0,100,-1,-2,0.7,99,101,-1,0
COc1ccc([N+](=O)[O-])cc1NC(=O)COC(=O)C1CC1,14,33,3,104,-2,-1,1.8,100,100,0,0
COc1ccccc1NS(=O)(=O)c1cc(C(=O)N2CC(C)CC(C)C2)ccc1C (configuration not stated),23,4,0,99,-3,0,3.0,102,100,-3,-1
CC(C(=O)NCC1(c2ccccc2)CCCC1)N1CCOCC1 (configuration not stated),8,-1,-1,87,-2,-3,-0.2,94,88,-1,0
C=CCn1c(SCc2ccc(C#N)cc2)nnc1-c1ccc(C)cc1,17,3,0,101,3,1,0.9,100,101,1,1
COC(=O)C(C)N(C(=O)c1cccc(Cl)c1)c1c(C)cccc1C (configuration not stated),7,1,-1,104,0,0,0.6,99,102,-1,2
CSCCC(NC(=O)c1ccccc1Br)C(=O)N1CCC(C)CC1 (configuration not stated),27,6,-6,115,-3,-3,1.2,101,130,-2,-5
CCC(=O)N(C)/C=C1\Sc2ccccc2C1=O,32,3,-4,104,-1,2,-0.2,102,101,0,0
CCOC(=O)CCCNC(=O)c1cncc(O)c1,37,1,46*,93,15,11,0.5,95,94,72*,68*
CCCn1c(N)c(Sc2ccc(C)cc2)c(=O)n(CCC)c1=O,14,19,-8,101,-1,3,2.7,98,?,-2,-5
CC(=O)N1CCCc2cc(S(=O)(=O)N(C)CCC#N)ccc21,16,0,3,99,-3,-6,0.1,92,100,5,2
COC(=O)c1cnc(SCc2ccc(C)cc2)n1C,13,1,-4,101,0,0,0.1,101,99,-1,-1
COCCn1c(C)cc(C(=O)Cn2nc(C(=O)O)c3ccccc3c2=O)c1C,54,2,-9,98,-3,-2,0.0,101,98,-1,-4
Cc1ccc(C2CC(=O)NC(SCC(=O)Nc3nccs3)=C2C#N)cc1 (configuration not stated),16,1,0,99,-1,-1,0.3,97,99,1,-1
O=C(CSc1nc(N2CCCCC2)nc(N2CCCCC2)n1)c1ccccc1,24,14,-12,101,-3,0,2.7,99,98,-7,-8
O=C(CN1CCN(Cc2ccc(F)cc2Cl)C1=O)NCc1cccs1,25,6,-4,102,-5,-1,0.3,103,99,-4,-5
Cc1ccc(C(=O)Nc2cc(C(C)C)c(O)c(C(C)C)c2)cc1,10,4,-5,104,-14,-5,1.1,103,102,-10,-11
S=c1[nH]nc(Cc2ccc(Br)cc2)n1/N=C/c1ccc(Cl)cc1,9,1,17,105,-6,1,-0.5,98,102,4,-40
COc1ccc(C(CNC(=O)c2ccco2)N2CCCCC2)cc1 (configuration not stated),18,0,-5,103,-4,-4,0.2,100,99,-3,-2
COc1ccc(-n2c(=O)c3c4c(sc3n(CC(=O)NCC3CCCO3)c2=O)CCCC4)c(OC)c1 (configuration not stated),63,2,-1,102,0,0,1.6,102,98,-1,0
CN1CCC(NC(=O)c2ccncc2)CC1,16,9,6,103,-1,-1,0.5,100,?,0,1
O=C(N/N=C/c1ccc(N2CCOCC2)cc1)c1ccccc1OCCOc1ccccc1,18,9,0,99,1,0,2.1,99,98,-2,-7
Cc1ccc2occ(C(c3nnnn3C3CCCC3)N3CCN(C(=O)c4ccco4)CC3)c(=O)c2c1 (configuration not stated),12,4,-1,93,-1,0,8.7,101,97,-1,-1
Cc1ccc(S(=O)(=O)CNC(=S)c2ccc3ccccc3c2)cc1,11,-2,0,101,-5,-12,-0.7,99,97,-6,-9
Cc1nc2ccc(S(=O)(=O)NCC(=O)NCc3ccc4c(c3)OCO4)cc2s1,13,1,-10,102,-4,0,0.6,99,104,-13,-8
COc1ccc(C2Oc3ccccc3N2C(C)=O)cc1 (configuration not stated),15,2,-2,102,-2,-3,0.7,102,101,-5,-2
C/C(Cl)=C/Cn1c(SCCN2CCOCC2)nc2c1c(=O)[nH]c(=O)n2C,6,4,-7,99,0,0,0.3,101,106,-6,-5
O=c1[nH]c(N/N=C\c2ccc3c(c2)OCO3)nc2ccccc12,8,0,5,108,33,14,0.6,104,104,5,19
Cc1cc(C(=O)OCC(=O)Nc2cccnc2Cl)c2ccccc2n1,16,9,-5,102,0,0,1.0,100,98,-1,0
O=C(NCc1ccco1)C(c1ccccc1F)N(Cc1cccnc1)C(=O)Cn1nnc2ccccc21 (configuration not stated),15,6,0,108,-2,0,0.6,104,106,0,-2
O=S(=O)(NC1c2cccc3cccc(c23)C1Sc1ncccn1)c1ccccc1 (configuration not stated),15,15,-2,97,-5,0,3.5,100,98,-12,-11
Nc1nonc1C(=O)NCCNCc1c(OCc2ccccc2F)ccc2ccccc12,11,25,0,103,3,0,16,100,102,-2,-3
COc1ccc(NC(=O)CSc2nnc(-c3ccccc3Cl)n2Cc2ccco2)c(OC)c1,9,7,-1,96,-1,1,1.2,95,95,-2,0

# Exported with values under each structure: entries from further up.
# Under each structure – GSH bead fluor, ABCG2 block, Bfl-1 Bim block, RGS4-Gao reg, Bcl-XL Bim block, Bim-Bcl-W, ABCB1 block, RGS8-Gao reg, RGS7-Gao, Bcl-2 Bim block, Bim-Bcl-B
- O=C(CSc1nc(N2CCCCC2)nc(N2CCCCC2)n1)c1ccccc1
→ 24, 14, -12, 101, -3, 0, 2.7, 99, 98, -7, -8
- O=C(CN1CCN(Cc2ccc(F)cc2Cl)C1=O)NCc1cccs1
→ 25, 6, -4, 102, -5, -1, 0.3, 103, 99, -4, -5
- Cc1ccc(C(=O)Nc2cc(C(C)C)c(O)c(C(C)C)c2)cc1
→ 10, 4, -5, 104, -14, -5, 1.1, 103, 102, -10, -11
- S=c1[nH]nc(Cc2ccc(Br)cc2)n1/N=C/c1ccc(Cl)cc1
→ 9, 1, 17, 105, -6, 1, -0.5, 98, 102, 4, -40
- COc1ccc(C(CNC(=O)c2ccco2)N2CCCCC2)cc1 (configuration not stated)
→ 18, 0, -5, 103, -4, -4, 0.2, 100, 99, -3, -2
- COc1ccc(-n2c(=O)c3c4c(sc3n(CC(=O)NCC3CCCO3)c2=O)CCCC4)c(OC)c1 (configuration not stated)
→ 63, 2, -1, 102, 0, 0, 1.6, 102, 98, -1, 0
- CN1CCC(NC(=O)c2ccncc2)CC1
→ 16, 9, 6, 103, -1, -1, 0.5, 100, ?, 0, 1
- O=C(N/N=C/c1ccc(N2CCOCC2)cc1)c1ccccc1OCCOc1ccccc1
→ 18, 9, 0, 99, 1, 0, 2.1, 99, 98, -2, -7
- Cc1ccc2occ(C(c3nnnn3C3CCCC3)N3CCN(C(=O)c4ccco4)CC3)c(=O)c2c1 (configuration not stated)
→ 12, 4, -1, 93, -1, 0, 8.7, 101, 97, -1, -1
- Cc1ccc(S(=O)(=O)CNC(=S)c2ccc3ccccc3c2)cc1
→ 11, -2, 0, 101, -5, -12, -0.7, 99, 97, -6, -9
- Cc1nc2ccc(S(=O)(=O)NCC(=O)NCc3ccc4c(c3)OCO4)cc2s1
→ 13, 1, -10, 102, -4, 0, 0.6, 99, 104, -13, -8
- COc1ccc(C2Oc3ccccc3N2C(C)=O)cc1 (configuration not stated)
→ 15, 2, -2, 102, -2, -3, 0.7, 102, 101, -5, -2
- C/C(Cl)=C/Cn1c(SCCN2CCOCC2)nc2c1c(=O)[nH]c(=O)n2C
→ 6, 4, -7, 99, 0, 0, 0.3, 101, 106, -6, -5
- O=c1[nH]c(N/N=C\c2ccc3c(c2)OCO3)nc2ccccc12
→ 8, 0, 5, 108, 33, 14, 0.6, 104, 104, 5, 19
- Cc1cc(C(=O)OCC(=O)Nc2cccnc2Cl)c2ccccc2n1
→ 16, 9, -5, 102, 0, 0, 1.0, 100, 98, -1, 0
- O=C(NCc1ccco1)C(c1ccccc1F)N(Cc1cccnc1)C(=O)Cn1nnc2ccccc21 (configuration not stated)
→ 15, 6, 0, 108, -2, 0, 0.6, 104, 106, 0, -2

# Bioassay records as filed in PubChem BioAssay.
